HSP90 inh: blocks HSP90-mediated luciferase refolding in reticulocyte lysate. Rabbit reticulocyte lysate, luciferase refolding luminescence, 3 h. inhibition, % at 5.6 µM. 290,000 compounds, 0.91% hits;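 active means inhibition above the screen-wide mean plus 3 SD, computed separately per campaign, cut at about 16% in these data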;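 further: 0% = DMSO wells and 100% = 60 µM geldanamycin wells; inhibitors lower the luminescence because luciferase stays unfolded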
PolyA inhibitor: inhibitors of polyadenylation in S. cerevisiae; AID 1875; calls only at 12 µM; S. cerevisiae SKY197-pL101 polyadenylation reporter, beta-gal luminescence; efflux-impaired pdr1/pdr3 knockout yeast; score 100 = 6 SD above DMSO; 300,000 compounds, 0.02% hits;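 active means lowest replicate activity score at least 50, where 100 means six control SD above control mean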;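 further: yeast exposed to compound for 9 h at 30 °C; higher score means more reporter readthrough which indicates perturbed polyadenylation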
HDAC3 inhib: inhibitors of human histone deacetylase 3; O15379; recombinant HDAC3, fluorogenic peptide/trypsin coupled, fluorescence; inhibition, % at 8.3 µM; 320,000 compounds, 0.15% hits; AID 2718; in the data active means inhibition above about 26%, passing the limit was not always enough
Target sequence (O15379 whole entry, looked up): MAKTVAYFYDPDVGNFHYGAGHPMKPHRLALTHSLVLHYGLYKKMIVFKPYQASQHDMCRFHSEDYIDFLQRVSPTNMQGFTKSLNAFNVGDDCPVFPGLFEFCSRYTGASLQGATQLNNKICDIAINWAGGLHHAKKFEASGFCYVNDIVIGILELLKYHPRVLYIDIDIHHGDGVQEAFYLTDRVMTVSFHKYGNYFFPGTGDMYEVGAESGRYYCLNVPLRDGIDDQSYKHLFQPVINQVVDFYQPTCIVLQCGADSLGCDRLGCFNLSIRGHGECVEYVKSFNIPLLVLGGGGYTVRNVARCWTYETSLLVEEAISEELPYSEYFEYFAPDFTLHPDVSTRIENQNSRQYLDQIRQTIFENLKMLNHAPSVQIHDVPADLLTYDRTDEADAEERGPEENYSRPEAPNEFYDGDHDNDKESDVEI
Platelet DG rel: platelet dense granule release activity; human platelet-rich plasma, SFLLRN dense granule ATP release, luminescence; inhibition, %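 (compounds screened at 7.5 µM in platelet-rich plasma)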; 300,000 compounds, 0.22% hits;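 active means mean replicate score, as percent of positive control, at or above 50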
GSK3A inh: inhibitors of human GSK-3 alpha kinase; ADP-Glo luminescence, 60 min; 320,000 compounds, 0.1% hits; inhibition, % at 10 µM;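 in the data active means inhibition above about 50%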;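 further: GST-tagged GSK-3 alpha with peptide substrate and 25 µM ATP; 0% = DMSO neutral wells and 100% = GW8510 positive control wells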
Target sequence (P49840 whole entry, looked up): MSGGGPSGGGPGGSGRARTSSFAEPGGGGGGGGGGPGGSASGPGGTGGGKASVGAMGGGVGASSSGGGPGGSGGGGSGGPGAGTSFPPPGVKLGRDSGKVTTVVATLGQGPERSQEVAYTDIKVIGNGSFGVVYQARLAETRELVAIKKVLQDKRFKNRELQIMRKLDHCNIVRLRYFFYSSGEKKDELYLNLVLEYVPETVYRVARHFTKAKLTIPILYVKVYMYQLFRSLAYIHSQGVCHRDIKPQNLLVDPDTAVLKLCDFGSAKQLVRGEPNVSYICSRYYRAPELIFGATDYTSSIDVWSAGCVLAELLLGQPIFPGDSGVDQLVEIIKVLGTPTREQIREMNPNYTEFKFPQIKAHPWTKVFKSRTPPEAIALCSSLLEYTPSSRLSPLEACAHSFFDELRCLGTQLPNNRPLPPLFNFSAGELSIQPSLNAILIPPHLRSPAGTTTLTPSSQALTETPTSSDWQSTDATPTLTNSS
DYRK1A inh: Dyrk1A (rat) kinase inhibition. Q63470. ADP-Glo luminescence, NFATc1 peptide. inhibition, % at 12.5 µM. 310,000 compounds, 0.43% hits. AID 504441; in the data active means inhibition above about 50%;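 further: plate controls were vehicle with enzyme for no effect and no enzyme for full effect; many of its hits are not listed in these tables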
GSK3B inh: human GSK3beta kinase inhibition; 300,000 compounds, 0.038% hits; GST-GSK3beta kinase, ADP-Glo luminescence, 60 min; hits give low values; P49841; AID 2097; activity score (negative = inhibition), % at 10 µM;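 active means more than half of replicate wells score below -50%, meaning over 50% inhibition versus plate controls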;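 further: 0% = median DMSO wells and -100% = median GW8510 positive control wells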
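Test system: GST-tagged human GSK3beta kinase, cell-free; evaluation: activity score scaled between in-plate DMSO and GW8510 controls; measured by: ADP-Glo luminescence; incubation: 60 min reaction, RT; benchmarks: DMSO and 20 µM GW8510; reagent: peptide substrate plus 25 µM ATP (final); medium: Tris/MgCl2 kinase buffer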
HSF1 activator: increases HSF-1 driven luciferase reporter signal; NIH3T3-HGL HSF-1 luciferase reporter, MG132, 8 h; 100% = twice DMSO control signal; activation, % at 9 µM; 300,000 compounds, 1.7% hits; AID 504408;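 active means mean replicate activation of at least 50% with a set share of replicates each reaching 50%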;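 further: 0% = median of the neutral control wells and 100% = twice that signal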
HSF1 inhib: HSF1 inhibition; NIH3T3-HGL HSE-luciferase, MG132-induced, luminescence 8 h; hits give low values; 300,000 compounds, 0.77% hits; activity change, negative = inhibition, % at 7.5 µM (by protocol);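 active means more than half of replicate wells show activity change below -50%, luminescence cut by over half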;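 further: luciferase reports HSF-1 transcriptional activity via heat shock element; 0% = median of DMSO wells and -100% = zero luminescence signal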
AI-2 QS modul: modulators of Vibrio harveyi AI-2 quorum sensing system. Vibrio harveyi JMH597 AI-2 luminescence/OD600 ratio, 9 h; hits give low values; strain lacks LuxN and CqsS sensors; 0 = neutral-control median. activity change, % at 7.5 µM. 300,000 compounds, 0.4% hits. AID 2094; in the data active means activity change below about -75%, passing the limit was not always enough;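 further: luminescence divided by OD600 gain over 9 h not by final OD600 alone; inactives centre near 13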
* marks the source's active call; other numbers are inactive results.

What do the screens show for `COc1ccc(C(=O)NCCc2cc3c(OC)ccc(OC)c3[nH]c2=O)cc1OC`?
HSP90 inh: 0; PolyA inhibitor: inactive; Platelet DG rel: -7; GSK3A inh: 2; DYRK1A inh: 2; GSK3B inh: 2; HSF1 activator: 9; HSF1 inhib: 1; AI-2 QS modul: -5

Results for O=C(Nc1ccccc1Cl)/C(Cl)=C(\Cl)S(=O)c1ccccc1 (stereo not given) ?
HSP90 inh: 5; PolyA inhibitor: inactive; Platelet DG rel: 22; GSK3A inh: -2; DYRK1A inh: 3; GSK3B inh: 1; HSF1 activator: -66; HSF1 inhib: -63*; AI-2 QS modul: -85*

Results for Cc1cnc(NC(=O)CSc2c(Cl)cccc2Cl)s1 ?
HSP90 inh: -7; PolyA inhibitor: inactive; HDAC3 inhib: -1; Platelet DG rel: 15; GSK3A inh: -2; DYRK1A inh: 6; GSK3B inh: 2; HSF1 activator: -6; HSF1 inhib: 6; AI-2 QS modul: -6

What do the screens show for `COc1ccc(NC2CCCN(C(=O)CCc3cccc(F)c3)C2)cc1` (stereo not given)?
HSP90 inh: 0; PolyA inhibitor: inactive; HDAC3 inhib: 1; Platelet DG rel: -1; GSK3A inh: 2; DYRK1A inh: 2; GSK3B inh: -9; HSF1 activator: 33; HSF1 inhib: 5; AI-2 QS modul: -9

What do the screens show for `Cc1nn(C2CCS(=O)(=O)C2)c(Cl)c1/C=C/C(=O)OCC(=O)Nc1ccc2c(c1)OCO2` (stereo not given)?
HSP90 inh: 1; PolyA inhibitor: inactive; HDAC3 inhib: 3; Platelet DG rel: -1; GSK3A inh: -2; DYRK1A inh: -7; GSK3B inh: -1; HSF1 activator: 5; HSF1 inhib: 1; AI-2 QS modul: 18

Results for O=C(CN1C(=O)C2C3C=CC(C3)C2C1=O)NCCc1ccccc1Cl (stereo not given) ?
HSP90 inh: -2; PolyA inhibitor: inactive; HDAC3 inhib: 0; GSK3A inh: -3; DYRK1A inh: 4; GSK3B inh: -3; HSF1 activator: -5; HSF1 inhib: -3; AI-2 QS modul: 9

What do the screens show for `Cc1oc2c(C)c(O)ccc2c(=O)c1-c1cnn(-c2ccccc2)c1`?
HSP90 inh: 1; PolyA inhibitor: inactive; HDAC3 inhib: -15; Platelet DG rel: 0; GSK3A inh: -2; DYRK1A inh: -4; GSK3B inh: 7; HSF1 activator: 3; HSF1 inhib: 0; AI-2 QS modul: 49

How did CC(=O)c1cc(CN2CCC(n3nccc3NC(=O)c3ccccc3Cl)CC2)cs1 do in these assays?
HSP90 inh: -1; PolyA inhibitor: inactive; HDAC3 inhib: -2; Platelet DG rel: 3; GSK3A inh: 1; DYRK1A inh: -2; GSK3B inh: -5; HSF1 activator: -11; HSF1 inhib: -6; AI-2 QS modul: 16

How did COc1ccc(CCNC(=O)c2cccc(C(=O)NCCc3ccc(OC)cc3)n2)cc1 do in these assays?
PolyA inhibitor: inactive; HDAC3 inhib: 1; Platelet DG rel: 5; GSK3A inh: -3; DYRK1A inh: 11; GSK3B inh: 0; HSF1 activator: 3; HSF1 inhib: 1; AI-2 QS modul: 15

Results for CC(=O)N1N=C(c2ccc(Cl)cc2)OC12CCCC2 ?
HSP90 inh: 0; PolyA inhibitor: inactive; HDAC3 inhib: -7; Platelet DG rel: 9; GSK3A inh: 0; GSK3B inh: 1; HSF1 activator: -2; HSF1 inhib: -6; AI-2 QS modul: 8

Results for COc1ccc(CCNC(=O)Cn2nnc3ccccc3c2=O)cc1 ?
HSP90 inh: -2; PolyA inhibitor: inactive; HDAC3 inhib: 2; Platelet DG rel: 6; GSK3A inh: 2; DYRK1A inh: 0; GSK3B inh: 1; HSF1 activator: -6; HSF1 inhib: -1; AI-2 QS modul: 14

What do the screens show for `Cc1nc(SCC(=O)Nc2c(C)n(C)n(-c3ccccc3)c2=O)n[nH]1`?
HSP90 inh: -3; PolyA inhibitor: inactive; HDAC3 inhib: -1; Platelet DG rel: 4; GSK3A inh: -3; DYRK1A inh: 1; GSK3B inh: -3; HSF1 activator: -2; HSF1 inhib: -5; AI-2 QS modul: 5

How did CCCCN1Cc2c(nc3cc(-c4ccco4)[nH]n3c2=O)C1=O do in these assays?
HSP90 inh: -1; PolyA inhibitor: inactive; HDAC3 inhib: -34; Platelet DG rel: -1; GSK3A inh: 0; DYRK1A inh: 1; GSK3B inh: 0; HSF1 activator: 2; HSF1 inhib: 2; AI-2 QS modul: 22

How did CCOc1ccccc1/C=N/n1c(COc2ccccc2)n[nH]c1=S do in these assays?
HSP90 inh: -1; PolyA inhibitor: inactive; HDAC3 inhib: 0; Platelet DG rel: 2; GSK3A inh: 15; DYRK1A inh: 3; GSK3B inh: 3; HSF1 activator: -2; HSF1 inhib: -7; AI-2 QS modul: 16

How did O=C(O)c1cc(NC(=O)c2ccc3c(c2)C(=O)N(Cc2cccnc2)C3=O)cc(C(=O)O)c1 do in these assays?
HSP90 inh: 3; PolyA inhibitor: inactive; HDAC3 inhib: -10; Platelet DG rel: 6; GSK3A inh: 1; DYRK1A inh: -4; GSK3B inh: 0; HSF1 activator: -17; HSF1 inhib: -2; AI-2 QS modul: 18

Structures from the list above containing an aryl thioether with sulfur outside any ring (two):
Results for Cc1cnc(NC(=O)CSc2c(Cl)cccc2Cl)s1 ?
HSP90 inh: -7; PolyA inhibitor: inactive; HDAC3 inhib: -1; Platelet DG rel: 15; GSK3A inh: -2; DYRK1A inh: 6; GSK3B inh: 2; HSF1 activator: -6; HSF1 inhib: 6; AI-2 QS modul: -6

What do the screens show for `Cc1nc(SCC(=O)Nc2c(C)n(C)n(-c3ccccc3)c2=O)n[nH]1`?
HSP90 inh: -3; PolyA inhibitor: inactive; HDAC3 inhib: -1; Platelet DG rel: 4; GSK3A inh: -3; DYRK1A inh: 1; GSK3B inh: -3; HSF1 activator: -2; HSF1 inhib: -5; AI-2 QS modul: 5

(further entries)
How did N=c1c2c(ncn1Cc1ccco1)Oc1c(ccc3ccccc13)C2c1ccccc1 (stereo not given) do in these assays?
HSP90 inh: 2; PolyA inhibitor: inactive; HDAC3 inhib: 16; Platelet DG rel: 8; GSK3A inh: 0; DYRK1A inh: -1; GSK3B inh: -2; HSF1 activator: 8; HSF1 inhib: 11; AI-2 QS modul: 55

Results for COc1ccc(-c2nc(C#N)c(NCCc3ccccc3)o2)cc1OC ?
HSP90 inh: 0; PolyA inhibitor: inactive; HDAC3 inhib: -4; Platelet DG rel: 1; GSK3A inh: -4; DYRK1A inh: 12; GSK3B inh: 2; HSF1 activator: 80*; HSF1 inhib: 51; AI-2 QS modul: -7

Results for CCOC(=O)Cc1csc(SCC(=O)c2c(N)n(CC(C)C)c(=O)n(C)c2=O)n1 ?
HSP90 inh: 0; PolyA inhibitor: inactive; HDAC3 inhib: 10; Platelet DG rel: 17; GSK3A inh: 0; DYRK1A inh: 2; GSK3B inh: 3; HSF1 activator: -11; HSF1 inhib: -12; AI-2 QS modul: 22

What do the screens show for `N/N=c1\sc2ccccc2n1-c1ccccc1`?
HSP90 inh: -2; PolyA inhibitor: inactive; HDAC3 inhib: 0; Platelet DG rel: 0; GSK3A inh: -1; DYRK1A inh: -5; GSK3B inh: -8; HSF1 activator: -2; HSF1 inhib: 6; AI-2 QS modul: 20

How did O=C(Nc1sc2c(c1C(=O)O)CCC2)c1ccccc1Cl do in these assays?
HSP90 inh: -1; PolyA inhibitor: inactive; HDAC3 inhib: 0; Platelet DG rel: -9; GSK3A inh: -3; DYRK1A inh: 10; GSK3B inh: -1; HSF1 activator: -13; HSF1 inhib: -13; AI-2 QS modul: 31

What do the screens show for `Cc1cc(C)n(C(=O)CN2C(=O)c3ccccc3C2=O)n1`?
HSP90 inh: 1; PolyA inhibitor: inactive; HDAC3 inhib: 0; Platelet DG rel: 8; GSK3A inh: 2; DYRK1A inh: -13; GSK3B inh: 3; HSF1 activator: -19; HSF1 inhib: 2; AI-2 QS modul: 19

Results for CC(=O)n1cc(/C=N/NC(=O)c2sc(C)nc2C)c2ccccc21 ?
HSP90 inh: 2; PolyA inhibitor: inactive; HDAC3 inhib: 12; Platelet DG rel: -1; GSK3A inh: 8; DYRK1A inh: 2; GSK3B inh: -2; HSF1 activator: 10; HSF1 inhib: 9; AI-2 QS modul: 24

Results for CC(=O)Nc1nc(-c2ccc(Cl)cc2)ns1 ?
HSP90 inh: -9; PolyA inhibitor: inactive; HDAC3 inhib: -2; Platelet DG rel: 14; GSK3A inh: -1; DYRK1A inh: 4; GSK3B inh: -7; HSF1 activator: 26; HSF1 inhib: 10; AI-2 QS modul: 27

What do the screens show for `O=C(CSc1ccc(-c2ccccn2)nn1)NCc1ccccc1`?
HSP90 inh: 2; PolyA inhibitor: inactive; HDAC3 inhib: 2; Platelet DG rel: 2; GSK3A inh: -1; GSK3B inh: 0; HSF1 activator: 6; HSF1 inhib: -1; AI-2 QS modul: 3

What do the screens show for `Cc1nn(CC(=O)NCc2cccnc2)c(=O)c2ccccc12`?
HSP90 inh: 4; PolyA inhibitor: inactive; HDAC3 inhib: 1; Platelet DG rel: -3; GSK3A inh: -1; DYRK1A inh: 1; HSF1 activator: -12; HSF1 inhib: 4

What do the screens show for `COc1ccc(OC)c(Nc2cc(C)c3ccccc3n2)c1`?
HSP90 inh: 0; PolyA inhibitor: inactive; HDAC3 inhib: 0; Platelet DG rel: -13; GSK3A inh: 0; DYRK1A inh: 11; GSK3B inh: 3; HSF1 activator: 2; HSF1 inhib: -7; AI-2 QS modul: -1

What do the screens show for `CCCN(C(=O)C1CSC2(C)CCC(=O)N12)c1c(N)n(Cc2ccccc2)c(=O)[nH]c1=O` (stereo not given)?
PolyA inhibitor: inactive; Platelet DG rel: 9; GSK3A inh: -1; DYRK1A inh: 0; GSK3B inh: 4; HSF1 activator: 10; HSF1 inhib: 1; AI-2 QS modul: 4

Results for CC1CCN(CC(O)COC2CC(C)CC(C)(C)C2)CC1 (stereo not given) ?
PolyA inhibitor: inactive; HDAC3 inhib: 16; Platelet DG rel: 4; GSK3A inh: -1; GSK3B inh: 4; HSF1 activator: -4; HSF1 inhib: 5; AI-2 QS modul: 6

What do the screens show for `Cc1cccc(NC(=O)CCNC(=O)c2ccc(Br)cc2)c1`?
HSP90 inh: 6; PolyA inhibitor: inactive; HDAC3 inhib: -5; Platelet DG rel: -5; GSK3A inh: 0; DYRK1A inh: -1; GSK3B inh: 1; HSF1 activator: 12; HSF1 inhib: 4; AI-2 QS modul: 5

Results for COc1ccc(S(=O)(=O)NCCC(=O)NCc2cccs2)cc1 ?
HSP90 inh: -1; PolyA inhibitor: inactive; HDAC3 inhib: 3; Platelet DG rel: -2; GSK3A inh: -1; DYRK1A inh: 0; GSK3B inh: -1; HSF1 activator: -77; HSF1 inhib: -70*; AI-2 QS modul: 18

What do the screens show for `CCc1ccc(C(=O)/C=C/c2cnn(C)c2C)s1`?
HSP90 inh: 35*; PolyA inhibitor: inactive; HDAC3 inhib: -2; Platelet DG rel: 7; GSK3A inh: -3; DYRK1A inh: -8; GSK3B inh: 1; HSF1 activator: -32; HSF1 inhib: -33; AI-2 QS modul: 21

The list is partial; the hit share may differ from the screen's.
